aDG glyco act – activators of alpha-DG glycosylation, primary screen, uHTS, Pro5-aDG cells, AlphaScreen; AID 624168, 2012; alpha-DG glycosylation AlphaScreen (IIH6); 0% Pro5, 100% B10-LARGE cell signal; activation, % at 10 µM; 360,000 compounds, 0.22% hits;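 active = activation of at least 8% versus controls, or a plate z-score of at least 8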;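 also: Pro5 are CHO cells carrying HIG-tagged alpha-DG that lacks glycosylation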
Vif imaging – HIV Vif self-association inhibitors, primary screen, imaging, HEK293T, single point. inhibition, % at 7.49 µM. HEK293T cells, Vif self-association by quenched fluorescence, 24 h. AID 602346, 2012. 340,000 compounds, 0.35% hits; in the data active = inhibition above about 50%, passing the limit was not always enough; also: some results filed as inactive read as strong as hits
Glyco luc inh – increase of ERlucT glycosylation luciferase signal, primary screen, N-linked glycosylation inhibitor project, D54 ERlucT cells, luminescence, set 2. D54 ERlucT glycosylation luciferase reporter, 24 h; percent of 100 nM tunicamycin response. reporter increase, % at 12.5 µM. 360,000 compounds, 0.23% hits. AID 588692, 2011;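 active = mean luciferase reporter signal, scaled so untreated is 0 and the glycosylation-blocking control 100, at or above a set limit in every replicate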;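 also: luciferase carries N-glycosylation sites so blocking glycosylation raises the light; 0% = median of neutral control wells and 100% = median of 100 nM tunicamycin wells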
PDI inh – inhibitors of human PDI, primary screen, biochemical, turbidity, single point, plate reader; Protein disulfide-isomerase (Homo sapiens), P07237; PDI insulin aggregation turbidity, A650, 90 min; inhibition, % at 10 µM; 350,000 compounds, 0.052% hits; AID 588391, 2011;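 active = mean inhibition across replicates of 30% or more, whatever share of single replicates reach that level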;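 also: absorbance from insulin aggregation driven by PDI reduction with DTT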
m5-HT2A agonist – mouse Htr2a agonists via beta-arrestin recruitment, primary screen, cell-based, luminescence; 5-hydroxytryptamine receptor 2A (Mus musculus), P35363; CHO-K1 mHTR2A beta-arrestin complementation; percent of 30 µM serotonin response; activation, % at 7.6 µM; 360,000 compounds, 0.66% hits;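 active = activation above a run cutoff, the mean activation of all tested compounds plus 3 SD, cut at about 14% in these data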;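 also: 0% = plate median of compound wells and 100% = 30 µM serotonin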
Target sequence (P35363 whole entry, looked up): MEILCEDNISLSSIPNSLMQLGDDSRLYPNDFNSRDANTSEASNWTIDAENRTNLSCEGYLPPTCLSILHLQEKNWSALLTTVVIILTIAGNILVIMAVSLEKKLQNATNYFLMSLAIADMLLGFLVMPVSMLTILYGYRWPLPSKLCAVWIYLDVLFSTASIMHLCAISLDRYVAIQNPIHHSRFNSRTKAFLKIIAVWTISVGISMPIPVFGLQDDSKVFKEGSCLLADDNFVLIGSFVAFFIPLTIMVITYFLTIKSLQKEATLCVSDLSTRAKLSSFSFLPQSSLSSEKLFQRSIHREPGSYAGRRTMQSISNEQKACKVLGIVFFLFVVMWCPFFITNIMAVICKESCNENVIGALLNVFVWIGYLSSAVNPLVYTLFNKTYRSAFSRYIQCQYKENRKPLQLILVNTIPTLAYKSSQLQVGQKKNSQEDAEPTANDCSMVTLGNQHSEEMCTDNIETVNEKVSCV
Cardio protect – cardioprotection against H2O2-induced cell death, primary screen, uHTS, H9c2 cells, ATPLite luminescence; 360,000 compounds, 0.63% hits; H9c2 cardiomyocytes, H2O2 injury protection, 2 h; protection from H2O2 cell death, % at 20 µM;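 active = compounds giving at least 50% protection of heart cells from peroxide-induced death in the single-dose screen, raw or plate-pattern-corrected value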;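 also: 0% = DMSO wells with peroxide and 100% = DMSO wells without peroxide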
ABCB6 inh 2 – ABCB6 transporter inhibitors, primary screen, K562-ABCB6 cells, flow cytometry, MLPCN library. fluorescence ratio to DMSO, % at 10 µM. K562-ABCB6 porphyrin accumulation, 1 h; stronger effect = lower value. 360,000 compounds, 0.19% hits;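 active = fluorescence ratio to DMSO below 75%, the collection mean minus 3 SD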;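 also: signal is porphyrin accumulated inside mitochondria; 100% equals median channel fluorescence of DMSO control wells; lower ratio means ABCB6 inhibition with less porphyrin fluorescence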
MC4R antag cAMP – MC4R antagonists of cAMP signaling, primary screen, cell-based, TR-FRET, antagonist arm of biased-ligand search; Melanocortin receptor 4 (Homo sapiens), P32245; MC4R-expressing cells, MTII-stimulated cAMP, LANCE TR-FRET; AID 540295, 2011; inhibition, % at 6.5 µM; 360,000 compounds, 0.48% hits;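 active = inhibition above its plate's cutoff, the mean of tested wells on that plate plus 3 SD, cut at about 29% in these data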;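 also: 0% = Melanotan II alone and 100% = Melanotan II plus saturating MCL0020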
Target sequence (P32245 whole entry, looked up): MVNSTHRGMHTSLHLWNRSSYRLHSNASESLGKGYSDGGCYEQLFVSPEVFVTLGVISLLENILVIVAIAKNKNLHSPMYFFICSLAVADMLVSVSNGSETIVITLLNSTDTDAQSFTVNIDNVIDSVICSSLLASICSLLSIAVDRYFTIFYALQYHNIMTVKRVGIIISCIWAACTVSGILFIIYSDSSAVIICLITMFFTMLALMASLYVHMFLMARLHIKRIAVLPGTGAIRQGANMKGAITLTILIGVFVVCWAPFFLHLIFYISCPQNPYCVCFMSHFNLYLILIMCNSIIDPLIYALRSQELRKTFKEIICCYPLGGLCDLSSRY
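system = U2OS cells with stable human MC4R expression | also added = Melanotan II challenge after compound preincubation | dosing = one concentration, 6.5 µM nominal | incubation = compound 30 min, challenge 1 h, detection 1 h | measured by = TR-FRET with Eu-cAMP and labeled anti-cAMP, 671 nm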
CaV13 FRET inh – Primary screen for inhibitors of IQ motif and Ca2+-dependent inactivation inhibitor domain binding in CACNA1D, Förster resonance energy transfer in living cells, …. HEK cells, CFP/YFP FRET ICDI-IQ, plate reader, 10 min; percent FRET-ratio fall versus neutral wells. inhibition, % at 12.3 µM. 340,000 compounds, 0.098% hits;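 active = mean replicate inhibition of at least 30% and at least 1% of replicates passing that level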;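 also: 0% = median of the neutral control wells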
MC4R ag barr – MC4R agonists recruiting beta-arrestin, primary screen, cell-based, luminescence, agonist arm of biased-ligand search; activation, % at 8.9 µM; U2OS MC4R beta-arrestin complementation; percent of melanotan II response, DMSO zero; Melanocortin receptor 4 (Homo sapiens), P32245; 360,000 compounds, 0.98% hits;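 active = activation above a per-plate cutoff, the mean activation of sample wells on that plate plus 3 SD, cut at about 8% in these data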
The depositor's hits bear a star; . = no result given.

SMILES | aDG glyco act | Vif imaging | Glyco luc inh | PDI inh | m5-HT2A agonist | Cardio protect | ABCB6 inh 2 | MC4R antag cAMP | CaV13 FRET inh | MC4R ag barr
COc1ccc(/C(O)=C2\C(=O)C(=O)N(Cc3ccco3)C2c2ccc(OC)cc2OC)cc1 (stereo unspecified) | 0.2 | 5 | 1 | -3 | 2 | 5 | 95 | 6 | -5 | 0.0
COc1ccc(OCC(=O)N2CCc3ccccc32)c([N+](=O)[O-])c1 | 0.5 | 2 | -2 | -7 | -2 | -6 | 97 | 7 | -5 | 0.4
O=C(CN1CCN(S(=O)(=O)c2ccc(F)cc2)CC1)Nc1ccc(F)cc1F | 0.1 | 9 | 1 | 3 | -1 | 10 | 96 | 3 | -3 | -3.6
Cc1c(Cl)cccc1NS(=O)(=O)c1c(C(=O)N2CCOCC2)c(C)n(C)c1C | 0.0 | 3 | 0 | -4 | 5 | -4 | 93 | 8 | -5 | 3.1
Cc1ccn(CCC(=O)Nc2ccc3c(c2)OCO3)n1 | -0.1 | 7 | 3 | 2 | -4 | -2 | 103 | 5 | -7 | -1.9
COc1ccc(-c2nn3c(-c4ccccc4)nnc3s2)cc1 | 0.3 | 0 | 2 | -5 | 2 | 12 | 98 | 3 | -5 | 0.6
O=S(=O)(NCCN1CCOCC1)c1cc(Cl)ccc1Cl | -0.1 | 6 | -3 | -1 | -4 | 3 | 100 | 15 | -2 | 0.1
COc1ccc(NC(=O)Nc2ccccc2OC)cc1 | -0.1 | . | -1 | 7 | 4 | -6 | 90 | 7 | -4 | -0.2
COc1cc(-c2nc3cnccn3c2Nc2ccc(C)cc2)ccc1O | -0.1 | . | 26* | 4 | 2 | 0 | 94 | 17 | -7 | -0.3
Cc1cc(C)c2c(c1)c(C)cc1nnc(SCC(=O)NCc3ccco3)n12 | 0.5 | 2 | 2 | -1 | -4 | 7 | 96 | 1 | -6 | -2.0
Cc1ccc(S(=O)(=O)Nc2ccc(Oc3cccnc3)nc2)cc1 | 0.0 | 6 | -1 | -5 | -3 | 1 | 99 | 12 | -13 | -1.2
COc1ccc2c(c1)c1nc3ccccc3nc1n2CCn1c(=O)oc2ccccc21 | 0.0 | 0 | 3 | -5 | 3 | -8 | 100 | 17 | -5 | 4.9
O=C(NC1CCN(S(=O)(=O)c2ccc(F)cc2)CC1)c1ccc(F)cc1 | 0.0 | 12 | 0 | -5 | -4 | 3 | 99 | 0 | -22 | -1.1
N=c1c2c(-c3ccccc3)c(-c3ccccc3)n(Cc3ccco3)c2ncn1CCCO | 0.3 | -11 | 7 | 9 | -1 | -11 | 94 | 3 | -4 | 3.3
NS(=O)(=O)c1ccc(N/C=C\C(=O)c2ccncc2)cc1 | -0.2 | -8 | -2 | -8 | 1 | 3 | 97 | -9 | -11 | -1.1
COc1cc(NC(=O)c2cc3c(C)nc4ccccc4c3o2)cc(OC)c1OC | -0.4 | -6 | 8 | . | 1 | 66* | 94 | -2 | -7 | 1.8
Cc1cccc(CSCC(=O)NCc2ccc(S(N)(=O)=O)cc2)c1 | -0.1 | 2 | 1 | -1 | 4 | -5 | 97 | 2 | -3 | 1.0
O=C(NCC(c1ccco1)N1CCN(c2ccc(F)cc2)CC1)C(=O)NC1CCCC1 (stereo unspecified) | 0.3 | -3 | -2 | 4 | 7 | -8 | 101 | -4 | -4 | 2.6
CC(NC(=O)CC12CC3CC(CC(C3)C1)C2)C(=O)O (stereo unspecified) | -0.3 | -8 | 1 | -8 | 1 | 3 | 102 | 3 | -8 | -1.4
C=CCN1C(=O)c2ccc(C(=O)N(CC)CC(=O)Nc3ccc(OC)cc3)cc2C1=O | 0.0 | 17 | 1 | -3 | 5 | -1 | 88 | 4 | -5 | -1.6
Fc1ccccc1/C=N/Nc1nc2ccccc2o1 | 0.0 | 3 | -8 | 1 | -11 | -7 | 100 | -1 | -18 | 13*
Cc1onc(-c2ccccc2)c1C(=O)NCC1CCCO1 (stereo unspecified) | 0.1 | . | 2 | -7 | -1 | 0 | 86 | 5 | -4 | -2.2
CSc1ccccc1NC(=O)CN(C)CC(=O)Nc1cccc(Br)c1 | 0.9 | -10 | -3 | 4 | -9 | -10 | 95 | 7 | 4 | -2.4
O=C(NCCOc1ccccc1)c1ccccc1NC(=O)C1CCCO1 (stereo unspecified) | -0.1 | -5 | -7 | -7 | 10 | 6 | 99 | 9 | 2 | -2.5
Cc1ccc(NC(=O)Nc2cccc([N+](=O)[O-])c2)nc1 | -0.3 | -1 | 2 | 10 | 4 | -12 | 91 | -5 | -5 | 0.9

Grouped by structure: the compounds so far with an aryl thioether with sulfur outside any ring.
SMILES | aDG glyco act | Vif imaging | Glyco luc inh | PDI inh | m5-HT2A agonist | Cardio protect | ABCB6 inh 2 | MC4R antag cAMP | CaV13 FRET inh | MC4R ag barr
Cc1cc(C)c2c(c1)c(C)cc1nnc(SCC(=O)NCc3ccco3)n12 | 0.5 | 2 | 2 | -1 | -4 | 7 | 96 | 1 | -6 | -2.0
CSc1ccccc1NC(=O)CN(C)CC(=O)Nc1cccc(Br)c1 | 0.9 | -10 | -3 | 4 | -9 | -10 | 95 | 7 | 4 | -2.4

Next compounds follow:
SMILES | aDG glyco act | Vif imaging | Glyco luc inh | PDI inh | m5-HT2A agonist | Cardio protect | ABCB6 inh 2 | MC4R antag cAMP | CaV13 FRET inh | MC4R ag barr
Cc1ccc(S(=O)(=O)Nc2nc(-c3ccc(F)cc3)cs2)cc1 | 0.0 | -3 | 2 | 2 | 8 | -4 | 99 | 8 | -15 | -1.3
Cc1ccccc1NC(=O)CC(O)(C(F)(F)F)C(F)(F)F | 0.1 | -3 | 2 | 29 | 4 | -2 | 100 | 9 | -10 | -1.5
Nn1c(-c2cccc(O)c2)nnc1-c1cccc(O)c1 | -0.2 | 2 | 3 | -6 | 2 | -4 | 81 | 8 | -4 | -0.2
CN(C)S(=O)(=O)c1cccc(C(=O)OCC(=O)N2CCCC2=O)c1 | 0.4 | -9 | 0 | -1 | 3 | -4 | 93 | -5 | -2 | -2.7
CCOC(=O)[C@H]1[C@H]2COc3ccc(Cl)cc3[C@@H]2N2C(=O)c3ccc(C)cc3NC(=O)[C@@]12C | -0.2 | 4 | -2 | 7 | 15* | 12 | 92 | 4 | -3 | 1.5
Cc1ccccc1NC(=O)c1c(C)nc(SCC(=O)OCc2ccccc2)c(C#N)c1-c1ccc(F)cc1 | 1.2 | 3 | 5 | 2 | 0 | 18 | 97 | 17 | -5 | -0.1
CCOc1ccc(CCN2C(=S)N([C@@H](Cc3ccccc3)CN3CCC[C@@H]3CN3C(=S)NC[C@@H]3CC(C)C)C[C@@H]2Cc2ccccc2)cc1 | 0.2 | . | . | . | -3 | . | 93 | . | -7 | .
Cc1cc(C)nc(NC(=O)/C=C/c2ccccc2Cl)n1 | 0.3 | . | -1 | 3 | 8 | -6 | 96 | 0 | -1 | -0.3
Cc1nc2scc(C)n2c(=O)c1S(=O)(=O)NCc1ccc(F)cc1 | 0.0 | 10 | -1 | 9 | 5 | 3 | 95 | -4 | -3 | -3.6
O=C1CCC(C(=O)OCC(=O)c2ccccc2)N1 (stereo unspecified) | 0.8 | 4 | 0 | 1 | 0 | 0 | 94 | 3 | -7 | -1.2
CC1CC(=O)Nc2ccccc2N1C(=O)COc1ccccc1C(N)=O (stereo unspecified) | 0.0 | 2 | 4 | 9 | 8 | 35 | 114 | 9 | -10 | 0.5
CC(=O)NCCC(=O)N(C)CC1CCN(CCc2cccc(C(F)(F)F)c2)CC1 | 0.0 | 1 | -1 | -3 | -1 | 10 | 95 | 4 | -4 | -1.5
CCCCOC(=O)c1ccc(NC(=S)NC(=O)c2c(Cl)cnn2C)cc1 | -0.3 | -8 | -2 | 2 | -3 | -13 | 111 | 7 | -4 | -1.6
Cc1ccc(CC2C(=O)N(c3ccc(C)cc3)C(=O)C2C)cc1 (stereo unspecified) | 0.1 | -5 | -1 | -6 | 0 | -2 | 101 | 14 | -5 | 1.9
COc1ccc(CCNC(=O)CSc2nnc(CNc3ccc(Cl)cc3)o2)cc1OC | -0.9 | -9 | 2 | 2 | 1 | -4 | 96 | 0 | -4 | -1.8
O=C(c1ccccc1)c1cnc(Nc2ccccc2Cl)s1 | -0.2 | 5 | -13 | 10 | -7 | -16 | 83 | -1 | . | -0.3
Cc1n[nH]c(=S)c2nn(-c3ccccc3F)c(C)c12 | 0.0 | . | 0 | -13 | -1 | -2 | 100 | 4 | . | 1.5
COC1=NC2=NCCN2C(OC)=N1 | -0.1 | 21 | 1 | -1 | 0 | 1 | 102 | 8 | -6 | -1.0
CCN1CCN(c2cc(C)nc(-c3ccccc3O)n2)CC1 | 0.1 | 2 | -2 | -4 | 9 | -4 | 98 | -5 | -8 | -2.2
OCC1(Cc2ccccc2)CCN(Cc2cnc(-c3cccc4ccccc34)nc2)CC1 | 0.2 | 6 | 1 | -1 | -7 | 3 | 96 | 1 | 4 | -3.4
CC1CN(C(=O)COC(=O)c2ccc(N)c([N+](=O)[O-])c2)CC(C)O1 (stereo unspecified) | 0.1 | . | 4 | -3 | 5 | 6 | 97 | -2 | -3 | 1.3
CCCSc1nc(N)nc2c1ncn2C1OC(CO)C(O)C1O (stereo unspecified) | -0.3 | 37 | 1 | -3 | -2 | -2 | 95 | 1 | -11 | -3.1
CCOc1ccc2nc3cc(N=Nc4ccc(N)nc4N)ccc3c(N)c2c1 | -0.1 | 11 | -11 | 10 | -3 | -8 | 95 | -1 | . | 2.0
COc1ccc2cc(C(C)C(=O)N3CCC(C)CC3)ccc2c1 (stereo unspecified) | 0.0 | -2 | -2 | 2 | -4 | -5 | 84 | -7 | -6 | -1.2
Cc1cccc(NC(=O)[C@@H](NC(=O)[C@@H]2Cc3ccccc3CN2)C(C)C)c1 | -0.1 | 1 | 1 | -2 | 0 | -7 | 105 | 0 | -7 | -1.6
CCOC(=O)c1ccc(NC(=O)c2nc(S(=O)(=O)Cc3ccccc3)ncc2Cl)cc1 | -0.1 | -3 | -15 | -1 | -2 | -22 | 46* | -1 | -2 | -4.5
CCCC(C)NC(=O)c1ccc2[nH]c3c(c2c1)CC(C)CC3 (stereo unspecified) | 0.0 | 8 | 3 | -5 | -2 | 1 | 101 | 7 | -6 | -0.1
C=C1CCN(c2ccc(C(=O)NCCC)cc2[N+](=O)[O-])CC1 | 0.4 | -3 | 0 | -4 | -5 | 2 | 98 | 6 | -10 | 0.3
O=C(O)c1c2c(nc3ccc(S(=O)(=O)N4CCC(C(=O)NCc5ccccc5)CC4)cc13)CCCC2 | 0.0 | . | 0 | -5 | -4 | -2 | 103 | 10 | -6 | 0.2

From PubChem BioAssay

Compounds as they come; overall some 3.6% were active at least once.
